High-throughput results (PubChem BioAssay)
PMI inhibition – human PMI inhibitors, high substrate, primary screen, biochemical, fluorescence intensity, high mannose 6-phosphate (AID 1220); recombinant PMI enzyme, coupled fluorescence intensity; higher % means a stronger effect; one-dose inhibition, % at 20 µM; IC50 in µM for titrated hits; 190,000 tested, 0.66% active
Insulin prom up – MIN6 insulin promoter up-regulation; MIN6 insulin promoter-GFP reporter, high-content imaging; stronger effect = higher value; z-score at 5 µM; 190,000 tested, 0.3% active; AID 1625;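 active = z-score above 3 at 5 µM with at least 500 cells counted in the well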
PMI inhibitors – MPI enzyme activity inhibition – biochemical, fluorescence intensity, coupled assay, primary screen (AID 1209); one-dose inhibition, % at 20 µM; IC50 in µM for titrated hits; purified PMI enzyme, coupled fluorescence intensity; higher % means a stronger effect; 190,000 tested, 0.42% active;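 note: plate controls were DMSO vehicle for no effect and wells lacking substrate for full effect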
Autophagy HCS – alters autophagy in cells; 190,000 tested, 0.98% active; AID 463193; calls only at 10 µM (by protocol); MEF GFP-LC3 puncta imaging; test concentration mostly 10 µM;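 active = percentage of spot-positive cells more than 3 SD above its plate mean, without a fluorescence outlier flag or 80% toxicity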;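 note: spot-positive cell cutoff set from DMSO-treated cells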
MT stabilize HCS – microtubule stabilizers in HeLa cells | HeLa tubulin immunostaining HCS, 24 h; share of cells brighter than vehicle mean+2SD | % tubulin-high responders, % at 10 µM | 200,000 tested, 0.83% active | AID 2205;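 active = plate Z-score above 3 for both tubulin-high and condensed-nucleus cell shares, with cell loss under 80%, at 10 µM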;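 note: anti alpha tubulin signal scored within the nucleus-defined area of each cell; some results filed as inactive read as strong as hits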
Dynein transport – dynein cargo transport inhibition; 220,000 tested, 0.47% active; z-score, hits read low; 3617.4 mouse cells, GR-EGFP nuclear translocation imaging; test concentration mostly 20 µM; stimulated with dexamethasone, 1 µM; stronger effect = lower value;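 active = plate z-score of nuclear minus cytoplasmic receptor signal below a set negative limit, without overly bright fluorescence or cell loss, cut at about -3.5 in these data, passing the limit was not always enough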;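 note: z-score of nuclear minus cytoplasmic ring GR-EGFP intensity difference per well; some compounds called inactive have numbers as strong as hits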
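Buffer or medium: tetracycline-free induction medium containing charcoal-stripped FBS / Reagent: dexamethasone agonist, 1.0 µM final, for 30 min / Technique: automated 10x imaging of fixed Hoechst-stained cells / Times: induction 48 h, compound 1 h, agonist 30 min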
b-catenin transl – beta-catenin nuclear translocation modulation | 190,000 tested, 0.3% active | nuclear translocation activity, % at 5 µM | HeLa beta-catenin nuclear translocation, immunofluorescence imaging;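 active = nuclear translocation activity above 50% at 5 µM, with a well cell count of 50 or more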;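 note: per-cell ratio of nuclear to cytoplasmic median beta-catenin stain intensity; plate controls were DMSO negative control for no effect and GSK-3 inhibitor IX positive control for full effect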
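System: Human HeLa cells, endogenous beta-catenin | Compound dosing: 5 µM primary, 0.02–20 µM confirmation | Timing: 24 h compound exposure at 37°C, 5% CO2 | Measured by: Fluorescence imaging of beta-catenin antibody stain plus DAPI | Read-out basis: % activation of per-cell nuclear versus cytoplasmic median beta-catenin signal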
WT yeast gro inh – growth inhibition of WT yeast, mitochondrial fusion screen; mitochondrial fusion phenotypic screen, WT strain; inhibition, % at 10 µM; 190,000 tested, 2.1% active; in the data active = inhibition above about 58%; tested in S. cerevisiae
Yfh1-depleted yeast – enhancers of respiration in Yfh1-depleted yeast, dose response, Friedreich's ataxia, plus single-dose screen (AID 1465) | 220,000 tested, 0.074% active | S. cerevisiae Yfh1-off respiration, WST-1 reduction, 72 h; higher fold induction means a stronger effect | one-dose fold induction at 50 µM; EC50 in µM for titrated hits;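 active = fold induction of absorbance versus untreated yeast above a set limit, then at least 30% activation at any dose in follow-up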;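 note: activators that raise dye reduction in frataxin-depleted yeast; strong numbers were not always called active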
WT yeast gro inh mutant strain – further read-out of WT yeast gro inh, marked with its call; inhibition, %; mitochondrial fusion phenotypic screen, mutant strain inhibition
Dynein transport cytoplasmic EGFP – second read-out of Dynein transport, no call of its own (marks repeat the call); z-score; measured here: cytoplasmic GR-EGFP intensity; stronger effect = higher value
Dynein transport nuclear GR-EGFP – recorded beside Dynein transport, whose call it bears; z-score; measured here: nuclear GR-EGFP intensity;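 lower value marks the stronger effect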
Dynein transport cell count – also measured in Dynein transport; calls as there; z-score; measured here: cell count per field
Insulin prom up cell count – further read-out of Insulin prom up, marked with its call; cell count; measured here: cytotoxicity, nuclei count;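 total cells summed across four imaged fields per well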
b-catenin transl cell count 5 µM – further read-out of b-catenin transl, marked with its call; cell count; measured here: cell count, cytotoxicity flag
MT stabilize HCS Hoechst-high % – recorded beside MT stabilize HCS, whose call it bears; % Hoechst-high responders; measured here: nuclear condensation Hoechst responders;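 share of cells brighter than vehicle mean plus two SD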
MT stabilize HCS cytotoxicity % – recorded beside MT stabilize HCS, whose call it bears; toxicity, %; measured here: cytotoxicity by cell density;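 0% = mean cell density of plate MIN control wells and 100% = no cells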
Autophagy HCS cell loss 18 h – further read-out of Autophagy HCS, marked with its call; toxicity, %; measured here: cell loss, nuclei count;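 cell loss after 18 h compound exposure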
An asterisk follows results filed as active; i = inactive; . = no result given. Cut-off read from the data, not from the text of the source, unless noted: active = inhibition above about 50%; inactive = the rest.

SMILES	PMI inhibition	Insulin prom up	Insulin prom up cell count	PMI inhibitors	Autophagy HCS	Autophagy HCS cell loss 18 h	MT stabilize HCS	MT stabilize HCS Hoechst-high %	MT stabilize HCS cytotoxicity %	Dynein transport	Dynein transport cytoplasmic EGFP	Dynein transport nuclear GR-EGFP	Dynein transport cell count	b-catenin transl	b-catenin transl cell count 5 µM	WT yeast gro inh	WT yeast gro inh mutant strain	Yfh1-depleted yeast
COc1ccc(CCCc2n[nH]c(=S)o2)c(C)c1	-1%	0.18	1483	5%	i	-18	2.9	2.2	10	-0.44	-0.35	-0.048	1.3	-0.7	1014	-24	-11	i
CC1(C)CC(=O)C2=C(C1)Nc1cc(C(=O)c3ccccc3)ccc1NC2c1ccccn1 (stereo unspecified)	-4%	0	1240	-1%	i	-14	1.7	3.5	7.4	-0.8	-0.3	-0.56	1.2	3.0	903	-5	-8	i
CC(C)OC(=O)CSc1nnc(-c2ccccn2)n1C	1%	-0.18	1249	4%	i	16	4.3	2.2	3.4	2.1	-0.31	0.66	-0.66	-8.3	1028	0	19	i
O=S(=O)(c1cccc2cccnc12)N1CCN(Cc2ccc3c(c2)OCO3)CC1	16%	-0.97	1159	7%	i	12	4.7	1.8	0.1	-0.37	-0.31	-0.13	-0.069	-4.7	1055	15	-2	i
COc1cc(-c2nnc(SCC(=O)Nc3ccc4c(c3)OCCO4)o2)cc(OC)c1OC	4%	.	.	4%	i	7	12	4.2	8.1	0.7	-0.14	0.13	-0.48	.	.	33	-31	i
COc1ccc(NC(=O)Nc2cccnc2)c(OC)c1	17%	-2.3	1537	6%	i	2	4.2	2.1	2.9	0.9	-0.19	0.85	-1.3	-2.7	1116	18	12	i
Cc1noc(C)c1C(=O)N1CCc2ccccc21	2%	0.56	1302	3%	i	-4	2.6	1.9	2.6	0.15	-0.19	-0.011	0.37	-1.5	1062	22	-12	i
CCc1cc(/C(Cc2ccccn2)=N\O)c(O)cc1O	4%	-0.34	1003	10%	i	-6	1.9	2.1	5.6	0.84	1.5	0.77	-0.86	.	.	12	17	i
O=C(O)CCCC(=O)N1N=C(c2c(-c3ccccc3)c3cc(Cl)ccc3[nH]c2=O)CC1c1cccs1 (stereo unspecified)	6%	-0.09	1292	2%	i	22	2.8	1.9	6.1	0.069	-0.28	0.058	1	-2.2	595	-10	-11	i
COc1ccc(-c2n[nH]c(=S)n2CC(C)C)cc1	-3%	-0.97	792	-1%	i	3	2.9	2.8	9.4	-1.3	-0.26	-0.4	2.1	-7.8	1241	28	-47	i
Cc1ccc(N(C(=O)CCC(=O)Nc2cc(C)on2)C(C(=O)NC2CCCC2)c2cccs2)cc1 (stereo unspecified)	0%	-0.9	967	3%	i	25	2.3	0.7	5.2	0.27	-0.34	0.31	0.14	-0.9	1246	19	25	i
Cc1ccc(CN(N=Nc2nonc2N)c2nonc2N)c(C)c1	.	.	.	.	i	6	1.9	3.3	4.1	0.45	-0.15	0.64	-0.2	.	.	35	-22	i
CCN(c1ccccc1)S(=O)(=O)c1ccc(C(=O)Nc2nnc(-c3ccco3)o2)cc1	-26%	.	.	-23%	i	3	3.7	2.4	0.2	-0.33	-0.34	-0.26	1.1	0.3	1047	13	0	i
CN(c1ccccc1)S(=O)(=O)c1cccc(NC(=O)CSc2n[nH]c(N)n2)c1	.	-0.99	919	.	.	.	.	.	.	2.9	-0.1	1.5	-2.4	-0.7	1326	.	.	i
CN(C)CCCNC(NC(=O)/C=C/c1ccccc1)C(Cl)(Cl)Cl (stereo unspecified)	.	-0.54	1385	.	.	.	.	.	.	0.38	-0.2	0.35	-0.13	0.5	1293	.	.	i
COc1ccc(-c2n[nH]c3c2C(c2ccc(OC)c(OC)c2)N(c2ccccc2)C3=O)cc1 (stereo unspecified)	-2%	.	.	-3%	i	-11	1.5	1.3	9.7	1.6	1.4	1.5	-1.8	.	.	-6	4	i
CC(C)CCN1CCN(Cc2ccc(C#CC(C)(C)O)s2)CC1CCO (stereo unspecified)	-2%	-0.07	1479	0%	i	2	1.1	0.5	0.9	3.8	0.29	2.4	-1.6	-0.6	981	14	8	i
CCOCCCNC(=O)/C(C#N)=C/c1ccc(C)o1	7%	0.25	1086	-2%	i	-1	4.9	2.7	8.3	-0.25	-0.3	0.16	0.53	0.0	1083	-8	5	i
Cc1ccc(C(C(=O)NCCc2ccccc2)N(C(=O)c2csnn2)C2CC2)o1 (stereo unspecified)	6%	-0.03	1089	5%	i	7	1.5	1.4	9.8	-0.76	-0.13	-0.39	2.3	-6.3	897	5	6	i
COc1cc(C(=O)N2CCC(n3c(C)nc4cc(F)ccc43)CC2)cc(OC)c1OC	-13%	-0.36	1041	-12%	i	-2	2.3	1.7	6.0	0.04	-0.27	0.068	0.0063	-2.1	1061	-15	-4	i
C=C1C(=O)O[C@H]2C1CC[C@@](C)(O)C13C=CC(C)(C21)C1(C3)C(=O)O[C@@H]2C3C(C)=CCC3[C@](C)(O)C[C@H](OC(C)=O)C21 (stereo partly specified)	14%	0.09	1208	7%	i	8	6.9	3.2	3.0	-1.7	-0.21	-0.59	1.1	4.3	501	-8	2	i
CCOC(=O)N1CCN(C(=S)Nc2ccc(C)cc2)CC1	-2%	-0.03	1252	1%	i	0	3.2	2.7	3.7	-0.69	-0.25	-0.6	0.69	-1.5	509	0	10	i
Cn1c(=O)c2c(nc(SCC(=O)NC34CC5CC(CC(C5)C3)C4)n2C)n(C)c1=O	-2%	0.26	715	2%	i	-12	2.4	1.5	7.7	-0.52	-0.32	-0.18	0.72	-4.9	1057	-5	-7	i
c1ccc(Nc2c3c(nc4ccccc24)CCC3)cc1	-13%	-1.6	1218	-11%	i	32	1.5	2.6	9.2	0.029	-0.17	0.18	0.46	-0.3	1030	10	10	i
O=C(NC1=C(NC2CCS(=O)(=O)C2)C(=O)c2ccccc2C1=O)c1ccccc1 (stereo unspecified)	27%	-0.68	1136	12%	i	5	5.3	1.7	13	-2.1	0.28	-1	0.62	0.9	1459	4	3	i

Some of these compounds in order of the MT stabilize HCS Hoechst-high % value, falling.
mol,PMI inhibition,PMI inhibitors,MT stabilize HCS Hoechst-high %,Dynein transport,Dynein transport cytoplasmic EGFP,Dynein transport nuclear GR-EGFP,Dynein transport cell count,WT yeast gro inh mutant strain
CCOC(=O)N1CCN(C(=S)Nc2ccc(C)cc2)CC1,-2%,1%,2.7,-0.69,-0.25,-0.6,0.69,10
Cc1noc(C)c1C(=O)N1CCc2ccccc21,2%,3%,1.9,0.15,-0.19,-0.011,0.37,-12
COc1cc(C(=O)N2CCC(n3c(C)nc4cc(F)ccc43)CC2)cc(OC)c1OC,-13%,-12%,1.7,0.04,-0.27,0.068,0.0063,-4

Back to the main list, starting 4 compounds before the break.
SMILES	PMI inhibition	Insulin prom up	Insulin prom up cell count	PMI inhibitors	Autophagy HCS	Autophagy HCS cell loss 18 h	MT stabilize HCS	MT stabilize HCS Hoechst-high %	MT stabilize HCS cytotoxicity %	Dynein transport	Dynein transport cytoplasmic EGFP	Dynein transport nuclear GR-EGFP	Dynein transport cell count	b-catenin transl	b-catenin transl cell count 5 µM	WT yeast gro inh	WT yeast gro inh mutant strain	Yfh1-depleted yeast
CCOC(=O)N1CCN(C(=S)Nc2ccc(C)cc2)CC1	-2%	-0.03	1252	1%	i	0	3.2	2.7	3.7	-0.69	-0.25	-0.6	0.69	-1.5	509	0	10	i
Cn1c(=O)c2c(nc(SCC(=O)NC34CC5CC(CC(C5)C3)C4)n2C)n(C)c1=O	-2%	0.26	715	2%	i	-12	2.4	1.5	7.7	-0.52	-0.32	-0.18	0.72	-4.9	1057	-5	-7	i
c1ccc(Nc2c3c(nc4ccccc24)CCC3)cc1	-13%	-1.6	1218	-11%	i	32	1.5	2.6	9.2	0.029	-0.17	0.18	0.46	-0.3	1030	10	10	i
O=C(NC1=C(NC2CCS(=O)(=O)C2)C(=O)c2ccccc2C1=O)c1ccccc1 (stereo unspecified)	27%	-0.68	1136	12%	i	5	5.3	1.7	13	-2.1	0.28	-1	0.62	0.9	1459	4	3	i
CCCCC1(Cc2ccc(OC)c([N+](=O)[O-])c2)C(=O)N(c2ccccc2)N(c2ccccc2)C1=O	11%	-0.92	1782	14%	i	-25	3.6	1.1	4.7	0.72	0.11	0.07	0.75	-0.2	1033	-2	-14	i
CCOc1ccc(-c2noc(CCC(=O)NC)n2)cc1OCC	-5%	0.93	1206	-4%	i	22	2.3	2.2	8.7	-1.2	-0.23	-0.33	7.6	-2.0	1137	6	14	i
N#Cc1ccc(C(=O)Nc2ccn(-c3ccccc3)n2)cc1	8%	-0.78	1385	2%	i	4	2.1	4.5	4.8	-0.73	-0.31	-0.5	0.62	.	.	1	-6	i
CCN(CC)S(=O)(=O)c1ccc(NCc2ccccc2)nc1	12%	.	.	14%	i	-4	9.0	2.0	4.1	-0.47	-0.19	-0.064	0.22	.	.	5	-6	i
O=C(NCCN1CCOCC1)c1cc(-c2ccc(F)cc2)on1	-3%	-1	1459	3%	i	-4	3.6	1.6	0.2	-0.98	-0.24	-0.37	0.043	-3.3	845	-7	2	i
COc1ccc(CNC(=O)COC(=O)[C@H](Cc2c[nH]c3ccccc23)NC(=O)c2cccs2)cc1	9%	-0.34	1506	24%	i	5	3.0	1.6	4.3	-0.67	-0.19	-0.49	0.095	-0.5	1107	-9	2	i
CSc1nc(-c2ccc(Cl)cc2)nn1C(=O)c1ccco1	4%	1.2	709	12%	i	5	2.8	2.5	0.2	-0.021	-0.06	0.14	0.24	-8.8	1033	-7	0	i
COc1ccccc1NS(=O)(=O)c1cccc(C(=O)N/N=C(\C)c2ccc(-n3ccnc3)cc2)c1	2%	0.65	996	6%	i	2	2.8	2.2	3.9	-0.41	-0.24	0.45	0.17	-2.7	1133	-2	4	i
CC1CCCN(CC(O)COC(c2ccccc2)c2ccccc2)C1 (stereo unspecified)	-3%	-0.49	1418	3%	i	-6	5.0	1.7	12	-0.094	-0.14	-0.61	-0.3	-2.4	1089	8	-11	i
